EPAC2 agonist: activates human EPAC2 exchange factor; actives 0.079% (n = 360,000); AID 720711; EPAC2 activation, biochemical qHTS; response scale: 100% = 6.5 mM cAMP response; Q8WZA2; Potency, µM (titrated, usually from 154 µM), for inactives: at the top dose activation, actives largely listed as activators; also: potency is read from the fitted curve at half-maximal effect; nearly all actives have a fitted effect of over 50% in size
Target sequence (Q8WZA2 whole entry, looked up): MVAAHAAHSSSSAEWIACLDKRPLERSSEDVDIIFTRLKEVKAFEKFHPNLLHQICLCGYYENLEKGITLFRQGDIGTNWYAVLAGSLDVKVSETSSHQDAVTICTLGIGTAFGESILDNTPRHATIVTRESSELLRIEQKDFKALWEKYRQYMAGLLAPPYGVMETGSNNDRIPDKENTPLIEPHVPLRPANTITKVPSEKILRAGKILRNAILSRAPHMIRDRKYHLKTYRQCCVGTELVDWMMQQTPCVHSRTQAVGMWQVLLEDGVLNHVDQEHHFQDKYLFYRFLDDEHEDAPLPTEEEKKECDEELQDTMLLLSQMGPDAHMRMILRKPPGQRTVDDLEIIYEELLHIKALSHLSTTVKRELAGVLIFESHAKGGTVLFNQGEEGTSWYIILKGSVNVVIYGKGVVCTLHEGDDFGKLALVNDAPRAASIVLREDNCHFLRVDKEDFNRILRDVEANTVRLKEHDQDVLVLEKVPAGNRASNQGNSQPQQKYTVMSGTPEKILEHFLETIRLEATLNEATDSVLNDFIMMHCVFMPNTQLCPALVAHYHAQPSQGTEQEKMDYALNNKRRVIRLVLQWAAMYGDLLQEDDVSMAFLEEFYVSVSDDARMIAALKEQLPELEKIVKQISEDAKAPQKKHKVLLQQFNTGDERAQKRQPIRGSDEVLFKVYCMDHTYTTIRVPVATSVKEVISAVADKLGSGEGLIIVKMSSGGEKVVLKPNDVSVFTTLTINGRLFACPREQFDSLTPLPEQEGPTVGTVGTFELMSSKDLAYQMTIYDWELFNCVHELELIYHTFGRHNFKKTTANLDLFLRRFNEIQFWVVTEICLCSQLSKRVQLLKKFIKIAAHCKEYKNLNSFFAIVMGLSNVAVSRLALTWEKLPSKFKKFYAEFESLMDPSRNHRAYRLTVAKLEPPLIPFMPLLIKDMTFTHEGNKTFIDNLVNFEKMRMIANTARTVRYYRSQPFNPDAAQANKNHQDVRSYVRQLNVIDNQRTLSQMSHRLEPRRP
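Guanine nucleotide exchange by EPAC2 is measured as reduced fluorescence of BODIPY-GDP once it is released from 250 nM Rap1B. Plates are read kinetically for 30 min at room temperature; results are scaled to 6.5 mM cAMP.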
TGFb inhibitor: TGF-b pathway inhibition; HepG2 CAGA-GFP TGF-b/SMAD3 reporter, GFP fluorescence, 18 h; TGF-beta stimulated, 500 pg/mL final; Potency, µM (highest dose often 46.1 µM), inactives show at the highest dose activity, negative = inhibition, usual class: inhibitors; actives 1.2% (n = 410,000); AID 588855; also: potency is read from the fitted curve at half-maximal effect; % is scaled to controls: 0 for no effect and ±100 for the full control effect; nearly all actives have a fitted effect of over 65% in size
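HEPG2 CAGA-GFP, 1000 cells/well; 2 h settle, 37 C; cpd via pin tool; TGF-b 500 pg/mL final; 18 h, 37 C; GFP imaging ex488/em500-530; %Activity normalised to -TGF-b and +DMSO controls; CRC fit, curve class.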
Nrf2 block: blocks Nrf2 signaling | actives 2.1% (n = 360,000) | A549 ARE-Fluc reporter, luciferase luminescence, 18-24 h | Potency, µM (doses to about 46 µM), for inactives: top-dose activity change, negative = inhibition, most hits filed as inhibitors | AID 504444; also: potency is read from the fitted curve at half-maximal effect; % is scaled to controls: 0 for no effect and ±100 for the full control effect; nearly all actives have a fitted effect of over 60% in size
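A549 ARE_Fluc cells, 5000/well, 5% FBS OPTI-MEM; compounds in dose-response, 18-24 h at 37 °C/5% CO2; CellTiter-Fluor viability read (Ex 405/Em 525), then BugLite luciferase luminescence = Nrf2 activity.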
Akt phos inh: blocks phosphorylation of Akt; actives 0.32% (n = 360,000); Neuro2A IGF-stimulated pAkt S473 HTRF, 20 min; hits give low values; activity change, % for hits at 50 µM; in the data active = activity change below about -80%; inconclusive = mostly about -51% to -80%; also: % is scaled to controls: 0 for no effect and ±100 for the full control effect
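Neuro2A cells (4,500/well, DMEM with 0.5% FBS) were treated with compound at a single 50 µM final concentration, stimulated with 6 nM IGF for 20 min at 37 °C, and lysed. Phospho-Akt Ser473 was read by HTRF as 665/615 ratio ×10^4.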
Nrf2 activator: activates Nrf2 signaling; AREc32 ARE-luciferase reporter (MCF7-derived line), luminescence, 24 h; Potency, µM (series often up to 46.1 µM), without a hit: top-dose activation, usual class: activators; actives 0.31% (n = 410,000); also: potency is read from the fitted curve at half-maximal effect; % of control where 0% means no effect; nearly all actives have a fitted effect of over 65% in size
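Luciferase luminescence (Steady-Glo, 30 min at room temperature) served as the read-out of ARE activation in AREc32 cells treated with compounds for 24 hr at 37 deg C.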
Mm-Cpn inhibitor: inhibitors of Methanococcus maripaludis chaperonin (MmCpn); purified Mm-Cpn ATPase, ADP Transcreener TR-FRET; Potency, µM (highest dose often 76.9 µM), without a hit: at the top dose activity, negative = inhibition, usual class: inhibitors; actives 0.031% (n = 330,000); also: potency is read from the fitted curve at half-maximal effect; % is scaled to controls: 0 for no effect and ±100 for the full control effect; nearly all actives have a fitted effect of over 80% in size
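ATPase read-out: TR-FRET ADP immunoassay (anti-ADP Eu cryptate vs ADP-d2), ex 320 nm, em 590/665 nm; signal drops as ADP forms. Enzyme 25 nM, ATP 10 uM, 30 min at 37°C after 10 min compound preincubation.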
A549 tox: counter-screen for Nrf2 inhibitors: cytotoxicity in A549 cells; actives 0.16% (n = 390,000); Potency, µM (titrated, usually from 46 µM), without a hit: at the top dose activity change, negative = cytotoxicity, actives largely listed as inhibitors; A549 ARE-Fluc cells, CellTiter-Fluor viability, 18-24 h; also: potency is read from the fitted curve at half-maximal effect; % is scaled to controls: 0 for no effect and ±100 for the full control effect
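A549 ARE-Fluc cells in 5% FBS OPTI-MEM, 5000 cells/well, rested 2 h then exposed to compounds in concentration-response for 18-24 h at 37 °C. Viability by CellTiter-Fluor fluorescence (Ex 405/Em 525) after 30 min; luciferase luminescence (BugLite, 15 min, RT) read afterwards.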
EPAC2 antag: blocks human EPAC2 exchange factor; EPAC2 GEF exchange of Rap1B-BODIPY-GDP, fluorescence; Potency, µM (top dose mostly 114 µM), without a hit: at the highest dose activity, negative = inhibition, most hits filed as inhibitors; actives 0.18% (n = 360,000); AID 720708; also: potency is read from the fitted curve at half-maximal effect; % is scaled to controls: 0 for no effect and ±100 for the full control effect; nearly all actives have a fitted effect of over 45% in size; many of its hits are not listed in these tables
CCT modulator: cytosolic chaperonin activity modulation | AID 651819 | activity change, % (concentration not given with the values), hits read low | actives 0.3% (n = 360,000) | purified chaperonin ATPase assay, HTRF ADP detection, 30 min; in the data active = activity change below about -30%; also: % is scaled to controls: 0 for no effect and ±100 for the full control effect
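TRiC at 40 or 20 nM final (batch-dependent) in 30 mM Tris pH 7.4, 100 mM KCl, 5 mM MgCl2, 1 mM DTT, with compound at single 76 uM and 10 uM ATP, 30 min at 37 deg C. ADP detected by HTRF Transcreener, 665/615 ratio.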
* marks the source's active call; other numbers are inactive results; i = inactive; ? = inconclusive; · = not tested or not shown; [ ] = another dose, or the depositor's remark. Unless noted, calls follow the shape of the dose curve; as a rule, active = well fitted curve in the direction sought with a large enough effect; inconclusive = small, poorly fitted or top-dose-only effect, or another doubt; inactive = no such curve, though single readings can be large; an effect the other way counts as inactive or inconclusive.

Compound	EPAC2 agonist	TGFb inhibitor	Nrf2 block	Akt phos inh	Nrf2 activator	Mm-Cpn inhibitor	A549 tox	EPAC2 antag	CCT modulator
CCOC(=O)N1CCN(C(=O)C2CCCN(c3ncnc4c3sc3cccc(F)c34)C2)CC1 (stereo not given)	10%	8%	?	i	8.0%	·	-15%	-2%	-2.0
O=C(NCC1COc2ccccc2O1)Nc1ccccc1F (stereo not given)	6%	8%	6%	i	2.5%	1%	5%	0%	-0.7
CN(C(=O)c1ccccc1NC(=O)C(F)(F)F)c1ccccc1	-1%	13%	0%	i	-0.2%	1%	18%	-2%	-1.5
CN1CCCN(Cc2ccccc2C(F)(F)F)CC1	6%	-1%	6%	i	-0.2%	-1%	1%	-9%	0.8
CCCN1CCn2c3c(c4cc(Br)ccc42)CCCC31 (stereo not given)	16%	-10%	?	i	5.8%	2%	?	-28%	0.1
O=C(N/N=C/c1cccnc1)c1cccc(Cl)c1	7%	23%	16%	i	4.1%	0%	3%	0%	-2.2
Cc1ccc(C(=O)N/C(=C\c2cccs2)c2nc3ccccc3[nH]2)cc1	14%	?	2%	i	3.0%	-2%	1%	7%	0.0
COc1ccc2c(c1)CCc1c-2n[nH]c1C(=O)O	9%	-1%	·	-111%*	0.1%	1%	-2%	-3%	0.3
Cc1snc(S(=O)(=O)Cc2ccccc2Cl)c1C#N	-8%	0%	-17%	i	3.3%	2%	-7%	4%[57.1 µM]	0.4
CCc1ccc2c(c1)c(=O)c(S(=O)(=O)c1ccc(F)cc1)cn2CC(=O)Nc1ccc(C)cc1C	·	-8%	?	·	-0.1%	·	11%	·	·
Cc1ccc2nc(NCc3ccccc3)c(C=O)c(=O)n2c1	7%	11%	?	i	0.0%	-6%	5%	3%	0.2
CCNC(=O)/C(C#N)=C/c1c(N2CCCCCC2)nc2ccccn2c1=O	-2%	1%	-21%	i	0.0%	-3%	-20%	-10%	1.9
CCCCOC(=O)NC1CCc2cc(OC)c(OC)c(OC)c2-c2ccc(SC)c(=O)cc21 (stereo not given)	5%	-80%	?	i	1.9%	·	?	-1%	1.5
CCOC(=O)C1(Cc2ccc(OC)cc2)CCN(C(=O)CCc2cnccn2)CC1	-1%	-17%	8%	i	-0.8%	-1%	-5%	0%	-1.8
CCOC(=O)N1CCC(N2Cc3cccc(C(=O)NCc4ccc5c(c4)OCO5)c3C2=O)CC1	0%	-1%	-7%	i	-0.3%	-7%	-7%	-11%	0.0
CC(=O)c1ccc(N2CCN(c3ccc(C(N)=O)cc3[N+](=O)[O-])CC2)cc1	8%	2%	-24%	i	-0.6%	1%	3%	10%	-1.2
CC(C)NC(=O)c1ccccc1S(=O)(=O)c1ccccc1C#N	5%	0%	·	i	0.7%	-1%	-10%	0%	1.1
Cc1ccc(NC(=O)Cn2cc3c(n2)CCC(C)C3)cc1 (stereo not given)	5%	-13%	3%	i	-0.6%	-1%	-5%	1%	-0.5
CCOC(=O)c1ccc(NC(=O)COc2ccccc2OC)cc1	15%	-9%	?	i	-1.1%	0%	-11%	-6%	-1.0
CC(C)(C)C(=O)C(CO)(Oc1ccc(Cl)cc1)n1cncn1 (stereo not given)	8%	1%	1%	i	-0.3%	1%	0%	18%	-0.4

Of the compounds above, these have a CF3 group:
Compound	EPAC2 agonist	TGFb inhibitor	Nrf2 block	Akt phos inh	Nrf2 activator	Mm-Cpn inhibitor	A549 tox	EPAC2 antag	CCT modulator
CN(C(=O)c1ccccc1NC(=O)C(F)(F)F)c1ccccc1	-1%	13%	0%	i	-0.2%	1%	18%	-2%	-1.5
CN1CCCN(Cc2ccccc2C(F)(F)F)CC1	6%	-1%	6%	i	-0.2%	-1%	1%	-9%	0.8

Further records:
Compound	EPAC2 agonist	TGFb inhibitor	Nrf2 block	Akt phos inh	Nrf2 activator	Mm-Cpn inhibitor	A549 tox	EPAC2 antag	CCT modulator
O=C(O)CCC(=O)Nc1ccccc1C(=O)NCc1ccccc1	-7%	14%	9%	i	0.1%	-3%	-2%	7%	2.9
COc1cc(C2NC(=O)c3ccccc3O2)cc(OC)c1OC (stereo not given)	-4%	5%	8%	i	-0.3%	-1%	0%	10%	-0.6
CC(=O)N=c1sc(S(N)(=O)=O)nn1C	-2%	-2%	3%	i	0.2%	-10%[15.4 µM]	-9%	7%	-0.2
Cc1[nH]nc(SCC(=O)NCc2ccc(F)cc2)c1[N+](=O)[O-]	11%	-1%	15%	i	0.2%	-2%	0%	8%	-3.1
COc1cc(Cl)c([C@@H]2C[C@H]3CN(c4ccccc4)C(=O)[C@]34CCCN24)cc1OC	6%	3%	15%	i	-2.1%	2%	3%	-4%	-1.5
CCOC(=O)c1c(C)[nH]c(C)c1S(=O)(=O)N(C)CC(=O)Nc1cc(Cl)ccc1OC	·	?	-24%	·	5.8%	·	3%	·	·
O=C(N/N=C/c1cccc(C(F)(F)F)c1)c1ccccc1O	3%	?	2%	i	34%	1%	0%	-1%	-7.1
O=C(Cc1ccc(Cl)cc1)NC1CCCCCC1	5%	-5%	13%	i	2.9%	-3%	10%	5%	1.2
Cc1cc(-c2ccc(C)c(S(=O)(=O)NCCC(C)N3CCCCCC3)c2)on1 (stereo not given)	-1%	-8%	1%	i	-1.0%	-1%	-6%	14%	-14
CCOC(=O)c1ccc(NC(=O)CSc2nc3cc4ccccc4cc3[nH]2)cc1	·	-17%	4%	·	4.1%	·	-8%	·	·
O=C(N/N=C/c1ccc(OCc2ccccc2)cc1)c1cc[n+](Cc2ccccc2)cc1	6%	5%	16%	i	2.5%	1%	-8%	6%	1.0
O=C(NCc1ccccc1)c1cc2ccc3cccnc3c2[nH]1	·	-8%	?	·	7.3%	·	6%	·	·
Nc1nc(-c2ccc(Cl)cc2)cn1N	6%	1%	?	i	-0.1%	-2%	-6%	17%	-2.9
CC(C)(C)c1ccc(O)c(/C=N\O)c1	1%	3%	-7%	i	2.8%	1%	-1%	-3%	-1.5
O=C(CCCCn1c(=O)c2ccccc2n(Cc2ccc(F)cc2Cl)c1=O)NCCc1ccc(Cl)cc1	·	12%	20%	·	-0.8%	·	-7%	·	·
O=C(Nc1nc2ccccc2c(=O)s1)c1ccc(F)cc1Cl	8%	-3%	?	i	0.0%	-10%	1%	-14%	-0.1
CCOc1cccc(N2C(=O)CC(N3CCN(c4ccc(S(=O)(=O)CC)cc4)CC3)C2=O)c1 (stereo not given)	1%	5%	·	i	-0.5%	-1%	8%	-2%	-4.6
CCn1c2ccccc2c2cc(/C(C)=N/O)ccc21	19%	-7%	4%	i	3.8%	0%	0%	-8%	-4.9
c1ccc(CCN2CN(CCCN3CCOCC3)c3nc4ccccc4n3C2)cc1	2%	-7%	18%	i	-0.7%	-1%	-5%	6%	-0.9
CC(CCc1ccccc1)NC(=O)CCC1CCCC1 (stereo not given)	2%	-2%	-12%	i	-0.9%	·	3%	1%	-0.2

Record cards, as listed above. Order of values: EPAC2 agonist, TGFb inhibitor, Nrf2 block, Akt phos inh, Nrf2 activator, Mm-Cpn inhibitor, A549 tox, EPAC2 antag, CCT modulator
c1ccc(CCN2CN(CCCN3CCOCC3)c3nc4ccccc4n3C2)cc1 as listed: 2%, -7%, 18%, i, -0.7%, -1%, -5%, 6%, -0.9
O=C(CCCCn1c(=O)c2ccccc2n(Cc2ccc(F)cc2Cl)c1=O)NCCc1ccc(Cl)cc1 as listed: ·, 12%, 20%, ·, -0.8%, ·, -7%, ·, ·
CC(=O)N=c1sc(S(N)(=O)=O)nn1C as listed: -2%, -2%, 3%, i, 0.2%, -10%[15.4 µM], -9%, 7%, -0.2

(continued)
Compound	EPAC2 agonist	TGFb inhibitor	Nrf2 block	Akt phos inh	Nrf2 activator	Mm-Cpn inhibitor	A549 tox	EPAC2 antag	CCT modulator
CSC(=S)N/N=C(\C)c1ccccc1	13%	?	4%	i	26%	-5%	4%	8%	1.7
CCC1(CC)Cc2ccccc2C(Nc2c(C)n(C)n(-c3ccccc3)c2=O)=N1	12%	6%	6%	i	-0.2%	3%	1%	0%	-0.5
O=C(NCCc1cccs1)Nc1nnc([C@H]2C[C@H](O)[C@@H](CO)O2)s1	6%	10%	·	i	-1.0%	·	·	6%	1.1
Cc1ccc(C)c(NS(=O)(=O)c2ccc(-c3cnc(C4CC4)o3)cc2)c1	10%	?	0%	i	0.3%	0%	-6%	-17%	-0.6
Cn1c(=O)c(Oc2cc(Cl)cc(Cl)c2)nc2ccccc21	-4%	-12%	5%	i	2.3%	-2%	0%	0%	-2.4
O=C(NCc1nc2ccccc2[nH]1)c1cccc(S(=O)(=O)N2CCCC2)c1	-1%	2%	3%	i	0.0%	1%	9%	12%	4.3
O=C(Nc1ccc2nc(-c3ccc4nc[nH]c4c3)[nH]c2c1)c1cccs1	?	2%	16%	i	6.4%	-5%	8%	50µM*	0.0
CCn1ncc([N+](=O)[O-])c1C(=O)Nc1nc2cccc(C)c2s1	3%	-4%	-17%	i	5.4%	0%	-1%	4%[57.1 µM]	2.1
Cc1cccc(C)c1NC(=O)c1ccc(N2CCCC2=O)cc1	10%	4%	-17%	i	-0.7%	2%	-2%	10%	-2.5
CCOc1ccc2[nH]c(=O)c(CN(CC3COCCO3)C(=O)C3CC3)cc2c1 (stereo not given)	-5%	-5%	13%	i	1.9%	0%	-10%	15%	2.2

Screening data: PubChem, National Center for Advancing Translational Sciences (NCATS)

The list is partial; rates above refer to the full screens.
